Rin1 Abl inh: inhibitors of human Rin1-Abl protein interaction. P00519+Q13671. hit rate 0.4% among 360,000. AID 588664. inhibition, % at 7.35 µM. TR-FRET Rin1/Abl binding, biochemical; in the data active = inhibition above about 5%, passing the limit was not always enough
bovine MsrA act: bovine methionine sulfoxide reductase A activation | hit rate 0.3% among 360,000 | activation, % at 10.6 µM | purified bovine MsrA, absorbance read-out; in the data active = activation above about 7.5%;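 also: 0% = vehicle and 100% = reference activator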
CendR NRP1 mod: NRP-1/CendR interaction modulation; inhibition, % at 25 µM; hit rate 0.85% among 360,000; O14786; FAM-RPARPAR peptide binding to NRP-1, fluorescence polarization; AID 602438;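 active = inhibition or corrected inhibition above about 18%, plus a signal ratio from 0.5 to 1.5, limit read from the data, passing the limit was not always enough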; also: strong numbers were not always called active
Target sequence (O14786 whole entry, looked up): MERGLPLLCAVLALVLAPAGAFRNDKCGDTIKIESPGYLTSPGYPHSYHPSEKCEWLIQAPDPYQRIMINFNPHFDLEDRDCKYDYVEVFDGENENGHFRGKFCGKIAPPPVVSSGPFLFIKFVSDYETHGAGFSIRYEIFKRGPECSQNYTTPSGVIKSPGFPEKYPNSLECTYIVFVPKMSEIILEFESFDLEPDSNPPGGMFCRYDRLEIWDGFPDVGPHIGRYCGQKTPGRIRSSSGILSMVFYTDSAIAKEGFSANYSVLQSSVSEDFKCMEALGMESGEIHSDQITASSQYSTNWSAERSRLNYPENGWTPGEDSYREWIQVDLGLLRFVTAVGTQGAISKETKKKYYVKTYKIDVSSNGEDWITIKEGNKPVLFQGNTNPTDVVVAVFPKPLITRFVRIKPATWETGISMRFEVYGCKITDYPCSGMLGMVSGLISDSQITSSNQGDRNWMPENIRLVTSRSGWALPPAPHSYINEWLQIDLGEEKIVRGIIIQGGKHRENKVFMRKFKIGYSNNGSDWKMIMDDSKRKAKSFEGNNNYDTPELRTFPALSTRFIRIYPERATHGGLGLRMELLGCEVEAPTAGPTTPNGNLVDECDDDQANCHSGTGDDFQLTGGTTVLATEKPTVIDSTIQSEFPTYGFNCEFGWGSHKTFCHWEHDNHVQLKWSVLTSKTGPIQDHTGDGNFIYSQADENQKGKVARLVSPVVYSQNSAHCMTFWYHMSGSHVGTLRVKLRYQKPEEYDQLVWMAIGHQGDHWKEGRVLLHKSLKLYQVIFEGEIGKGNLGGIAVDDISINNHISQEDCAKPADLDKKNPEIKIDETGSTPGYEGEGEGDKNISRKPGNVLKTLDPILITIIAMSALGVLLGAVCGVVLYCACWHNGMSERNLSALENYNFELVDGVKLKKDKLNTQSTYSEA
SKN-1 block: blocks SKN-1 activity in C. elegans. C. elegans VP596 Pgst-4::GFP/RFP ratio, acrylamide-induced, 24 h. AID 624304. inhibition, % at 21.8 µM. hit rate 0.49% among 360,000;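 active = interference check ratio from 0.5 to 1.5 plus GFP to RFP signal ratio inhibition reaching or exceeding a fixed threshold, cut at about 30% in these data, passing the limit was not always enough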; also: some compounds called inactive have numbers as strong as hits
MLLE-PAM2 inh: blocks PAM2 peptide binding to the PABP1 MLLE domain. P11940. GST-MLLE / FITC-PAM2 fluorescence polarization. inhibition, % at 20 µM. hit rate 0.36% among 360,000; in the data active = inhibition above about 35%, passing the limit was not always enough;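 also: plate controls were DMSO wells with GST-MLLE for no effect and wells lacking GST-MLLE protein for full effect; some results filed as inactive read as strong as hits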
eLon inh: inhibits E. coli Lon protease; P0A9M0; purified E. coli Lon protease, fluorescence polarization; inhibition, % at 7.94 µM; hit rate 0.42% among 360,000; in the data active = inhibition above about 13%, passing the limit was not always enough;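 also: 0% = enzyme with probe and DMSO and 100% = no enzyme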
FAS-TE inh: FAS thioesterase (human) inhibition; P49327; inhibition, % at 15 µM; recombinant FAS-TE, OMFH fluorogenic substrate, fluorescence endpoint; hit rate 0.67% among 360,000;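 active = compounds whose normalised, plate-corrected inhibition of enzyme fluorescence in the single-dose primary screen is 50% or more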;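 also: 0% = DMSO with enzyme and 100% = substrate without enzyme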
Neddyl block: blocks human cullin neddylation; calls only at 25 µM; P61081+Q13564; TR-FRET cullin neddylation, biochemical; AID 651699; hit rate 0.58% among 360,000; in the data active = inhibition above about 36%
MT1-MMP act inh: inhibitors of human MT1-MMP activation; P50281; GFP/RFP ratio change, % at 20 µM; HT1080 RFP-PRO-GFP cells, GFP/RFP ratio fluorescence, overnight; percent of plate control window, DMSO zero; hit rate 0.061% among 360,000; AID 651647;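 active = GFP/RFP ratio change of at least 30% with cell ATP level not reduced by more than half and red fluorescence within 50% of control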; also: strong numbers were not always called active
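Material – HT1080 RFP-PRO-GFP cells · Control set – DMSO wells and RFP-L50D-GFP cells · Incubation – overnight cell settling, then overnight compound exposure, 37 °C, 5% CO2 · Compound dosing – single-point 20 µM compound, 1% DMSO · Read-out – GFP/RFP fluorescence ratio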
Starred values were filed as active, the others as inactive; i = inactive; . = no result given.

SMILES | Rin1 Abl inh | bovine MsrA act | CendR NRP1 mod | SKN-1 block | MLLE-PAM2 inh | eLon inh | FAS-TE inh | Neddyl block | MT1-MMP act inh
CCCN1CCC(=O)N(CCSc2ccccc2)CC1 | 2 | -3 | 5 | -3 | -9 | -10 | -8 | i | 6
Cc1ccc(Cn2cc(CN(C)C3CN(Cc4cn(Cc5ccc(C)cc5)nn4)S(=O)(=O)C3)nn2)cc1 (configuration not stated) | . | -5 | 1 | 14 | . | -8 | -9 | i | 6
CC(CN1CCCCC1)OC(=O)c1ccccc1Cl (configuration not stated) | -1 | 0 | 6 | 21 | -4 | 0 | -8 | i | 2
O=C(Nn1cnnc1)c1ccccc1-c1ccccc1 | -5 | -4 | -1 | 15 | -4 | 2 | -5 | i | 3
O=C(NCCCN1CCCC1=O)c1cccc(N2CCCC2=O)c1 | 2 | -5 | -5 | -3 | 2 | 8 | -5 | i | -4
COCCN(C(=O)COC(=O)c1ccc2c(c1)OCCO2)c1c(N)n(Cc2ccccc2)c(=O)[nH]c1=O | 3 | -1 | 5 | 11 | 7 | -9 | -8 | i | 5
CCC(C)NCCOCCOc1ccc(Br)cc1C (configuration not stated) | 0 | -4 | 14 | -3 | 6 | -10 | -18 | i | 2
O=C(Nc1ccccc1Sc1ccccc1)c1ccc(F)cc1 | 4 | -6 | 1 | 25 | 8 | 1 | 44 | i | -1
CC1(C)CC(=O)C=C(NCc2cccc(C(F)(F)F)c2)C1 | 0 | -2 | -4 | -9 | -11 | -4 | -2 | i | -2
O=C(NCCc1c[nH]c2ccccc12)C1CCN(Cc2ccc(Br)cc2)CC1 | -2 | -1 | 0 | 20 | -3 | -5 | 3 | i | 1
CN(C)c1ccc(C=C2C(=O)OC(C)(C)OC2=O)cc1 | 2 | -3 | -7 | 29 | -40 | -5 | 2 | i | 8
Cc1ccc(C2CC(c3cccs3)=NN2C(=O)c2ccc(Br)o2)cc1 (configuration not stated) | -4 | -4 | -31 | 1 | 0 | 3 | 22 | i | -19

Individual results from the results shown:
O=C(NCCCN1CCCC1=O)c1cccc(N2CCCC2=O)c1 – bovine MsrA act: -5
O=C(NCCc1c[nH]c2ccccc12)C1CCN(Cc2ccc(Br)cc2)CC1 – MT1-MMP act inh: 1
Cc1ccc(Cn2cc(CN(C)C3CN(Cc4cn(Cc5ccc(C)cc5)nn4)S(=O)(=O)C3)nn2)cc1 (configuration not stated) – SKN-1 block: 14
CCCN1CCC(=O)N(CCSc2ccccc2)CC1 – MT1-MMP act inh: 6

Further entries:
SMILES | Rin1 Abl inh | bovine MsrA act | CendR NRP1 mod | SKN-1 block | MLLE-PAM2 inh | eLon inh | FAS-TE inh | Neddyl block | MT1-MMP act inh
C=CCN(c1ccccc1)S(=O)(=O)c1ccc2c(c1)NC(=O)C(C)S2 (configuration not stated) | -2 | -3 | 7 | -5 | -2 | 1 | 6 | i | -4
COc1ccc(N(C(=O)c2snc(C(N)=O)c2N)C(C(=O)NC2CCCC2)c2ccc(F)cc2)c(OC)c1 (configuration not stated) | 5 | -2 | 4 | -11 | 8 | 0 | 1 | . | -8
COC(=O)c1sc(N2C(=O)C(O)=C(C(=O)c3ccc(C)o3)C2c2ccc([N+](=O)[O-])cc2)nc1C (configuration not stated) | 4 | -4 | -15 | -4 | -13 | 2 | 40 | i | 7
CCc1ccc([C@@H]2CC=C(C(=O)O)[C@H](c3ccccc3F)N2S(=O)(=O)c2ccc(C)cc2)cc1 | -1 | -8 | -3 | 9 | 3 | 4 | -9 | i | 2
COc1ccc(/C=C(\C#N)C(=O)Nc2cc(S(=O)(=O)N3CCCCC3)ccc2N2CCCCC2)cc1 | 3 | -2 | 7 | 5 | 13 | -4 | 19 | i | -12
COc1ccc(/C=C/C(=O)CCC(=O)O)cc1 | -3 | -4 | -2 | 0 | -7 | 1 | -1 | i | 0
Cc1c(Nc2nc(-c3cccc([N+](=O)[O-])c3)cs2)c(=O)n(-c2ccccc2)n1C | 1 | -8 | -1 | 2 | 6 | 2 | 12 | i | 0
Cc1cccc(N2CCN(S(=O)(=O)c3ccc4c(c3)NC(=O)CO4)CC2)c1C | 1 | 0 | -3 | 10 | 3 | -2 | 21 | i | 0
CC(C)N(C(=O)Cn1cc(S(=O)(=O)CC(=O)NCc2ccccc2)c2ccccc21)C(C)C | 1 | -3 | 7 | 2 | -3 | 10 | -2 | i | -5
CCOc1ccc(NC(=O)CN2CCN(CC(=O)Nc3ccc(F)c(F)c3)CC2)cc1 | -1 | 0 | 0 | 26 | -4 | -12 | -6 | i | -1
CCOc1ccc(NC(=O)CN(C)C(=O)c2cccnc2Sc2ccc(C)c(C)c2)cc1OCC | 7 | -12 | 1 | -4 | 4 | 12 | -1 | i | .
COc1ccc(NC(=O)CN2CCN(S(=O)(=O)c3cccs3)CC2)cc1Cl | 0 | 0 | 4 | 31 | -20 | 1 | 30 | i | 2
CC(C)(C)OC(=O)N1CCN(C(=O)c2[nH]c(C(F)(F)F)nc2-c2ccccc2)CC1 | 0 | -2 | -1 | -12 | 3 | -9 | -10 | i | 4
Cc1ccc(-c2nnc(SCC(=O)NC3CCS(=O)(=O)C3)nc2-c2ccc(C)cc2)cc1 (configuration not stated) | 1 | -1 | -2 | -6 | -10 | -11 | -7 | i | -4
CC(C)(CO)Cc1cc(C(C)(C)C)c(O)c(C(C)(C)C)c1 | -2 | -1 | 17* | 12 | 17 | 6 | 15 | i | -1
CN1CCN(CC(=O)NN(Cc2ccccc2)c2ccccc2)CC1 | 2 | -2 | 9 | 24 | 14 | 2 | -4 | i | 2
O=C(CSc1nnc(-c2ccncc2)n1CC1CCCO1)Nc1cccc(O)c1 (configuration not stated) | -3 | 3 | 1 | 2 | 6 | -8 | -8 | i | 2
C/C=C(\C)C(=O)NCCN1C2=NC[C@H](C(C)C)N2C[C@H]1Cc1ccc(O)cc1 | 1 | 1 | -9 | -4 | -11 | 7 | -5 | i | 2
O=C(NC1CCCCC1)c1ccc2[nH]c(=O)c(=O)[nH]c2c1 | 2 | 6 | -2 | -5 | -4 | -8 | -11 | . | 1
Cc1ccc(NC2CCCCC2NS(=O)(=O)c2ccc(Cl)cc2)cc1 (configuration not stated) | -3 | -2 | -7 | 3 | 4 | 1 | 8 | i | -6
CCN(CC(=O)NCc1ccc(Cl)cc1)C(=O)CNS(=O)(=O)c1ccc(NC(C)=O)cc1 | -3 | -2 | 6 | 8 | 41* | 2 | -3 | i | -1
O=C(NCc1ccc2c(c1)OCO2)c1cc2ccccc2o1 | -1 | -13 | 0 | -34 | -5 | 2 | -1 | i | 3
O=C(c1ccco1)N1N=C(C2CCCCC2)CC1(O)C(F)(F)F (configuration not stated) | 0 | -1 | -8 | 5 | -6 | 1 | 1 | i | -4
CNC(=O)Nc1ccccc1NC(=O)NC | -3 | 2 | 8 | 5 | 0 | 7 | -8 | i | 0
O=C(NCc1ccccc1)[C@@H]1CCCN1C(=O)[C@@H]1CCCN1C(=O)c1cccc2ccccc12 | . | -2 | -8 | -9 | . | 8 | -11 | i | -1
COCc1ccc(C(=O)NC2CCCc3c2cnn3-c2cc(C)cc(C)c2)s1 (configuration not stated) | 5 | -5 | 2 | 7 | -2 | -2 | 8 | i | -3
COc1ccc2oc(C(=O)OCC(=O)NC(C)(C#N)C3CC3)c(C)c2c1 (configuration not stated) | -4 | -1 | 4 | 33 | 20 | -1 | 2 | . | 3
CCN(CC)c1cc(C(F)(F)F)nc(-c2ccccn2)n1 | 3 | 5 | 1 | 3 | 13 | -8 | 0 | i | 5
Cc1ccccc1OCC1CNC(=O)O1 (configuration not stated) | -1 | -10 | -11 | 1 | 16 | -3 | -10 | i | 2
COc1cc(/C=C2\SC(c3ccc(C)cc3)=NC2=O)cc(OC)c1O | 0 | -6 | -170 | 10 | -115 | -29 | -16 | i | -4
O=C(O)c1ccc(Br)cn1 | 2 | -10 | 0 | -3 | 5 | -4 | -11 | i | 3
COC(=O)c1ccc(CCc2cc(O)ccc2O)cc1 | 5 | -5 | -9 | -6 | 24 | -1 | 0 | i | 5
Cc1c(CCC(=O)NC2CC2)c(=O)oc2c(C)c(O)ccc12 | -2 | -3 | -6 | -1 | 8 | 5 | -4 | i | 4
COc1ccc(OC)c(-c2csc(NC(=O)COC(=O)C3(C)CC3(Cl)Cl)n2)c1 (configuration not stated) | 2 | -3 | 5 | -4 | 3 | -8 | 33 | i | -4
Cc1cc[n+](-c2[nH]c(=O)sc2/C=N/N=C(\[O-])c2ccccc2)cc1 | -4 | -6 | 14 | 13 | 39* | 11 | -6 | i | -2
COc1cccc(-c2ccc(SCc3ccccn3)nn2)c1 | -8 | -5 | 5 | 14 | 2 | 3 | 2 | i | 1
O=C(Nc1nnc(C2CCCC2)s1)C1CCN(S(=O)(=O)c2ccc(Cl)cc2)CC1 | 1 | -2 | -13 | 13 | 0 | -4 | -5 | i | 2
Cc1ccc(-n2nc3c(N4CCC(C(=O)NCc5ccccc5C)CC4)nnc(C)c3c2C)cc1 | -2 | -3 | -48 | -1 | -46 | -34 | -1 | i | 1
CC1CCCCN1C(=O)c1cc2c(=O)n3ccccc3nc2s1 (configuration not stated) | -2 | -6 | 2 | -6 | -7 | -3 | 1 | . | 0
Cc1ccc(S(C)(=O)=O)cc1C(=O)Nc1ccc(S(=O)(=O)Nc2nccs2)cc1 | 2 | 1 | -12 | -5 | 4 | -13 | -7 | i | -1
Cc1cccc(NC(=O)NC2CCCCCCC2)c1C | 4 | -2 | 14 | -1 | 1 | 3 | 2 | i | -3
Cn1c(SCC(=O)Nc2ccc(F)cc2F)nnc1-c1cccnc1 | 2 | -10 | -13 | 22 | 7 | -5 | -9 | i | 16
O=C(O)CCC(=O)Nc1cccc(-c2csc(-c3ccccc3)n2)c1 | 3 | -10 | -4 | 15 | -6 | 11 | -4 | i | 1
CC(C)(Oc1ccc(Cl)cc1)C(=O)N1CCN(c2ccccn2)CC1 | 1 | 1 | 2 | -17 | -1 | -4 | 14 | i | -1
O=C(Nc1ccc(Cl)cc1)c1ccc2c(c1)S(=O)(=O)c1ccccc1C2=O | 0 | 0 | -2 | -15 | 6 | 8 | -4 | i | 2
NS(=O)(=O)c1ccc(CCn2c(=S)[nH]c3ccc(F)cc3c2=O)cc1 | 0 | -2 | -5 | -3 | -98 | -1 | 0 | i | 1
O=C(CCC(=O)c1ccccc1)NC1CCCN(Cc2ccccc2F)C1 (configuration not stated) | 1 | 0 | 6 | 2 | -1 | 8 | -2 | i | 1
COc1ccc(/C=C/C(=O)NCCCNC(=O)/C=C/c2ccc(OC)c(OC)c2)cc1OC | 0 | -2 | 0 | -14 | 13 | 7 | -5 | i | 6
CC1CC(C)CN(S(=O)(=O)c2ccc3c(c2)CC(=O)N3)C1 (configuration not stated) | 3 | -5 | 15 | 16 | 9 | -2 | -1 | i | -2
Cc1ccc(S(=O)(=O)NC(CC(=O)NC2CCCC2)c2ccco2)cc1 (configuration not stated) | 1 | -3 | 2 | -3 | -5 | 2 | -6 | i | 1
CC1(c2nnc(Cc3ccccc3)o2)CC(c2ccc(Cl)cc2)=NO1 (configuration not stated) | -1 | -9 | 22 | -2 | 10 | -5 | 8 | i | 3
Cc1sc2ncn(CC(=O)NCCCC(=O)Nc3ccc(C(C)C)cc3)c(=O)c2c1C | 3 | -1 | -3 | -2 | 4 | -7 | -1 | i | 2
CC(C)c1ccc(C=NNc2ccc([N+](=O)[O-])cn2)cc1 | 2 | -3 | 4 | -2 | -7 | -12 | 35 | i | -4

Only eLon inh and MT1-MMP act inh (2 entries from above):
Structure	eLon inh	MT1-MMP act inh
COc1cc(/C=C2\SC(c3ccc(C)cc3)=NC2=O)cc(OC)c1O	-29	-4
O=C(O)c1ccc(Br)cn1	-4	3

High-throughput results (PubChem)

Hits appear at their usual frequency. About 4% of those tested had a hit in this group.
